Assay outcomes (PubChem)
GalR3 antag – human GalR3 antagonism. O60755. HEK293 GalR3-CNG cAMP membrane potential fluorescence; galR3 body fused to GalR1 C-terminus. inhibition, % at 3 µM. hit rate 0.44% among 360,000;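 active = inhibition above the screen-wide average plus 3 SD, cut at about 13% in these data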;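 also: forskolin and galanin both at EC90 stimulate the cells; cAMP rise reported by CNG channel membrane potential dye signal; 0% = forskolin plus galanin with DMSO and 100% = forskolin alone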
Target sequence (O60755 1-299 limits assumed): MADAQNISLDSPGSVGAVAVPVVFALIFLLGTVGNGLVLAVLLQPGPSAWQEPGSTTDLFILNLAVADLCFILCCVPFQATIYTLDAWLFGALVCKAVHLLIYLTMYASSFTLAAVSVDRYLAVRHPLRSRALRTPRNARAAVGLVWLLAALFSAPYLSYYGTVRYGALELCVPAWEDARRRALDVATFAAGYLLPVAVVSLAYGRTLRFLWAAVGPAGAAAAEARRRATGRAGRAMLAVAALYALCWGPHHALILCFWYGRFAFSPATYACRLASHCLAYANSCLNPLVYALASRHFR
MEKK2wt PB1 HTS – raises or lowers MEK5 binding to wildtype human MEKK2 PB1 domain; bead flow cytometry, Alexa488-MEK5 binding to MEKK2 WT; actives lie on both sides; binding response (% of control), % at 10 µM; hit rate 1.1% among 290,000; in the data active = binding response below about 67% or above about 130%
GPR7 antag – human neuropeptides B/W receptor 1 antagonism; inhibition, % at 4.4 µM; P48145; AID 1861; hit rate 1.1% among 290,000; GPR7-expressing cells, fluorescence antagonist assay; in the data active = inhibition above about 16%, passing the limit was not always enough;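 also: cells stimulated with the agonist NPW; 0% = agonist with vehicle and 100% = vehicle without agonist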
Target sequence (P48145 whole entry, looked up): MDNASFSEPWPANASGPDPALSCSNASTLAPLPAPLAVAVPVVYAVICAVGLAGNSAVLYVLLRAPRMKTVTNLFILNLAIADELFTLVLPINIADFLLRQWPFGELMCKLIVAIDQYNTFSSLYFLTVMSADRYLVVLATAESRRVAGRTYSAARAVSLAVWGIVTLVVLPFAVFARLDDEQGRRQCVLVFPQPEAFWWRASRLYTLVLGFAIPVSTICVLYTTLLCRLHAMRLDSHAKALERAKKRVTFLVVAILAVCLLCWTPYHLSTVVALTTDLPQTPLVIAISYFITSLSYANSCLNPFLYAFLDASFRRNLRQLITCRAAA
V1aR counter – activates human V1a receptor in oxytocin agonist counter-screen | AID 2797 | activation, % at 3 µM | CHO-V1R cells, Fluo-8 calcium fluorescence, agonist mode; 0% DMSO, 100% 3 nM vasopressin | P37288 | hit rate 0.25% among 320,000;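 active = activation above the mean activation of all tested compounds plus 3 SD, per screening run, cut at about 20% in these data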;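 also: signal is peak over basal fluorescence ratio across a 100 second FLIPR read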
Target sequence (P37288 whole entry, looked up): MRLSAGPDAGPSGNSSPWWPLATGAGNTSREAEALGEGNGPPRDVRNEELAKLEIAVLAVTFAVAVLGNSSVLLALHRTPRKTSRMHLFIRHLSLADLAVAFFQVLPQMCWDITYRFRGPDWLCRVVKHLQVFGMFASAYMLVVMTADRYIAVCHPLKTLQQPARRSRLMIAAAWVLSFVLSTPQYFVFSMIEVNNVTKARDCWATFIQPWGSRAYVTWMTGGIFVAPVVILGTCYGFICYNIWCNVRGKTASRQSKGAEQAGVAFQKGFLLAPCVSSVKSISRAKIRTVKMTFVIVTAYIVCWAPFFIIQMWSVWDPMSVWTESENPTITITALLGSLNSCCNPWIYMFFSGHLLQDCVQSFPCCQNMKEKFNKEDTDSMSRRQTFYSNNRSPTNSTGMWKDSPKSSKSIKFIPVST
OXTR agonist – human OXTR agonism; activation, % at 3 µM; hit rate 0.32% among 320,000; CHO-OTR cells, Fluo-8 calcium fluorescence; normalized: DMSO 0%, oxytocin 100%;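 active = activation above the mean of all tested compounds plus 3 SD, cutoff set per screening run, cut at about 20% in these data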;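 also: peak over basal fluorescence ratio from a 100 s FLIPR kinetic read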
MEKK2mut PB1 HTS – signal of MEK5 binding to mutant human MEKK2 PB1 domain; percent response, % at 10 µM; hit rate 0.35% among 290,000; bead flow cytometry, Alexa488-MEK5 binding to MEKK2 mutant; in the data active = percent response above about 24%, passing the limit was not always enough; also: inactives centre near 1; some results filed as inactive read as strong as hits
NALP1 inh – inhibitors of NALP1 inflammasome in yeast; S. cerevisiae NALP1/ASC/caspase-1 growth, X-gal OD620, 72 h; inhibition, % at 10 µM; hit rate 0.61% among 280,000; in the data active = inhibition mostly above about 24%, no sharp cut-off; inactive = mostly below about 32%; also: some compounds called inactive have numbers as strong as hits
M18AAP inhibitor – PfM18AAP enzyme inhibition. recombinant PfM18AAP, H-Glu-NHMec fluorogenic cleavage. inhibition, % at 7.35 µM. hit rate 1.2% among 290,000;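 active = inhibition above the campaign mean inhibition over all tested compounds plus 3 SD, cut at about 28% in these data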;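 also: 0% = plate median of test compound wells and 100% = 2 mM ZnCl2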
OXTR potentiator – potentiators of human oxytocin receptor; CHO-OTR cells, Fluo-8 calcium fluorescence, potentiator mode; 0% = oxytocin EC15, 100% = EC100; AID 2445; activation, % at 3 µM; hit rate 0.061% among 320,000;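 active = activation above that plate's cutoff, the mean activation of tested compounds plus 3 SD, cut at about 6.6% in these data, passing the limit was not always enough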;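 also: 100% uses oxytocin at 75 nM as the full agonist control; some results filed as inactive read as strong as hits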
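Assay system: CHO cell line stably expressing human OTR | Also added: Oxytocin at about EC15, sub-maximal agonist stimulus | Times: Compound 6 min at room temperature before oxytocin, 100 s read | Measured by: Fluo-8 intracellular calcium fluorescence, ex 470-495, em 515-575 nm | Controls: EC15 oxytocin alone as 0%, 75 nM oxytocin as 100%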
Starred values were filed as active, the others as inactive; / = not tested or not shown.

Below each compound – GalR3 antag	MEKK2wt PB1 HTS	GPR7 antag	V1aR counter	OXTR agonist	MEKK2mut PB1 HTS	NALP1 inh	M18AAP inhibitor	OXTR potentiator
CN(C)CCn1c(NCc2ccc3c(c2)OCO3)nc2ccccc21
  -10.5	109.0	-12.9	/	/	5.0	2.6	0.1	/
COCCNC(=O)c1cc(-c2ccccc2)nn1CC1CC(c2cccnc2)=NO1 (configuration not stated)
  1.4	94.0	/	4.8	0.4	-3.0	/	/	-1.3
CC[n+]1c(-c2ccc(C)cc2)csc1Nc1c(C)n(C)n(-c2ccccc2)c1=O
  -5.1	104.0	-7.2	-0.3	-3.0	3.0	26.4	-0.5	-1.5
CC(C)OC(=O)c1nnn(-c2nonc2N)c1CSc1ccccn1
  -3.3	100.0	4.5	-0.3	-0.8	4.0	17.4	-3.3	-7.8
CCC1(C)NC(=O)N(CC(=O)N2N=C(c3ccccc3)CC2c2ccc(OC)cc2)C1=O (configuration not stated)
  -1.1	113.0	-1.6	12.3	14.0	18.0	36.1	-3.6	-13.2
CC(=O)Nc1ccc(NC(=O)C2CCCN2C(=O)Nc2ccc(F)cc2)cc1 (configuration not stated)
  -7.2	103.0	5.3	-0.2	-0.2	0.0	16.9	2.1	-26.6
O=C1c2cccnc2C(=O)N1Cc1ccc(S(=O)(=O)N2CCOc3ccc(Cl)cc32)cc1
  /	101.0	16.1	1.8	1.8	0.0	6.4	-3.7	-11.4
Cc1ccc(NC(=O)CN(C)C(=O)c2sc3cc(Cl)ccc3c2Cl)cc1
  -3.5	/	/	0.1	-0.7	/	/	/	-14.9
CCCCCCn1c(CN2CCN(C(=O)c3ccco3)CC2)nc2c1c(=O)n(C)c(=O)n2C
  /	116.0	-4.4	1.3	0.1	15.0	3.9	-0.9	0.4
O=S(=O)(c1ccc(C2=CSC3=NCCN23)cc1)N1CCOCC1
  -4.2	104.0	-7.1	0.7	0.2	4.0	-19.4	-8.2	-5.2

Entries of single compounds as entered above. Values in the order: GalR3 antag	MEKK2wt PB1 HTS	GPR7 antag	V1aR counter	OXTR agonist	MEKK2mut PB1 HTS	NALP1 inh	M18AAP inhibitor	OXTR potentiator
Shown for O=C1c2cccnc2C(=O)N1Cc1ccc(S(=O)(=O)N2CCOc3ccc(Cl)cc32)cc1 = /	101.0	16.1	1.8	1.8	0.0	6.4	-3.7	-11.4
Shown for CC(C)OC(=O)c1nnn(-c2nonc2N)c1CSc1ccccn1 = -3.3	100.0	4.5	-0.3	-0.8	4.0	17.4	-3.3	-7.8
Shown for COCCNC(=O)c1cc(-c2ccccc2)nn1CC1CC(c2cccnc2)=NO1 (configuration not stated) = 1.4	94.0	/	4.8	0.4	-3.0	/	/	-1.3
Shown for CCCCCCn1c(CN2CCN(C(=O)c3ccco3)CC2)nc2c1c(=O)n(C)c(=O)n2C = /	116.0	-4.4	1.3	0.1	15.0	3.9	-0.9	0.4

Further entries.
Below each compound – GalR3 antag	MEKK2wt PB1 HTS	GPR7 antag	V1aR counter	OXTR agonist	MEKK2mut PB1 HTS	NALP1 inh	M18AAP inhibitor	OXTR potentiator
C[C@@H]1CN([C@@H](C)CO)C(=O)c2cccc(NC(=O)Nc3ccccc3)c2O[C@H]1CN(C)C(=O)Nc1cccc2ccccc12
  -5.4	/	/	0.4	1.1	/	/	/	-6.6
CN1CCN(C(=O)CCN2C(=O)/C(=C/c3ccccc3Cl)SC2=S)CC1
  -1.2	108.0	-8.7	0.5	1.9	-5.0	7.3	15.7	-8.1
CC1CCCCN1C(=O)COC(=O)Cc1c[nH]c2ccccc12 (configuration not stated)
  -3.1	/	/	1.5	1.7	/	/	/	1.9
Cc1ccc(C(=O)NCCc2cccc(Cl)c2)cc1[N+](=O)[O-]
  -4.1	107.0	2.9	1.5	-2.2	0.0	45.5	3.9	-4.7
CCOC(=O)CSc1nnc(CSc2nc3ccccc3s2)n1C
  2.5	104.0	-14.8	0.2	0.7	7.0	-3.5	2.6	-0.8
Cc1ccc(-c2cc(C(F)(F)F)n3nc(C(=O)N4CCN5CCCC5C4)cc3n2)cc1 (configuration not stated)
  -8.4	102.0	-16.8	-0.3	-1.0	1.0	17.9	-2.4	2.9
COC(=O)c1cccc(NC(=O)Nc2ccc(Cl)cc2Cl)c1
  -4.9	108.0	-13.4	0.7	-1.6	4.0	-10.4	2.4	-16.3
O=C(O)C(=O)/C(=C\c1ccccc1)c1ccc2ccccc2n1
  -2.5	106.0	-0.5	0.4	-0.5	3.0	7.2	8.0	-8.3
CCCCOc1ccc(N=Cc2ccc[nH]2)cc1
  -4.1	108.0	-17.7	1.8	0.7	3.0	18.7	-5.2	2.8
N#C/C(=C\c1ccc(C#N)cc1)C(=O)N1CCCC1
  /	88.0	-6.8	-0.4	0.5	-3.0	-1.8	3.5	-16.4
Cc1ccc(O)c(NC2=C(Cl)C(=O)N(Cc3ccccc3)C2=O)c1
  -7.4	90.0	0.6	/	/	-2.0	-8.1	23.4	/
COC(=O)c1ccccc1NS(=O)(=O)c1ccc(O)c(C(=O)O)c1
  0.7	104.0	-0.6	0.6	0.3	1.0	5.1	-4.9	-3.1
CCOC(=O)N1CCN(Cc2c(F)cccc2F)CC1
  -3.5	108.0	-4.2	7.2	0.7	5.0	1.5	2.2	-1.8
O=C(Nc1cccc(C(=O)O)c1)/C(=C\c1ccco1)NC(=O)c1ccccc1
  -0.6	92.0	-2.6	0.1	1.0	-5.0	11.4	-2.7	-6.8
COc1ccc(S(=O)(=O)NCc2cc(=O)n(C)c(=O)n2C)cc1C
  5.5	95.0	-0.6	-0.3	0.8	-1.0	12.4	-3.2	0.4
O=[N+]([O-])c1cccc(S(=O)(=O)N2CCC(c3nc(-c4ccncc4)no3)CC2)c1
  -2.1	105.0	0.0	0.2	0.4	3.0	34.7	0.2	-1.0
O=C(c1ccc2c(=O)n(C3CCCC3)c(=S)[nH]c2c1)N1CCc2ccccc21
  -3.4	92.0	-0.4	0.2	0.6	0.0	-12.6	3.3	2.5
COc1ccc(C(CNS(=O)(=O)c2ccc(NC(C)=O)c(OC)c2)N2CCCC2)cc1 (configuration not stated)
  -1.6	/	/	1.0	0.1	/	/	/	2.1
COc1ccccc1/C=N/Nc1nccnc1Cl
  4.1	95.0	-2.0	-0.3	-1.2	-3.0	13.2	-2.6	1.9
Cc1ccc(-n2nnc3c(=O)n(Cc4ccccc4C)cnc32)cc1
  /	115.0	-0.5	0.3	-0.7	10.0	31.2	4.3	-4.2
COc1ccc(CNCc2ccccc2[N+](=O)[O-])cc1OC
  -11.5	109.0	-1.0	-0.1	0.5	4.0	23.4	-9.7	2.6
Cn1c2ccccc2c2ncn(Cc3ccco3)c(=O)c21
  -1.9	97.0	-2.2	-0.6	-1.6	0.0	-15.6	-141.4	-4.1
Cc1cc(Br)ccc1NC(=O)c1ccc(-n2cncn2)c([N+](=O)[O-])c1
  0.7	/	/	0.2	-0.6	/	/	/	-7.2
CN(C)C(CNC(=O)CCCc1c[nH]c2ccccc12)c1ccco1 (configuration not stated)
  -5.1	112.0	-3.4	0.5	1.4	1.0	7.8	3.9	0.2
CC(CC(=O)N1CCc2ccccc21)n1cccn1 (configuration not stated)
  -0.4	91.0	-18.2	-0.7	-0.8	-2.0	-1.0	1.1	-6.8
Cc1cccc(NS(=O)(=O)c2cccc(C(=O)N3CCCCCC3)c2)c1
  -2.2	/	/	0.0	0.2	/	/	/	-1.3
CCC(C)NC(=O)C1CCCN1S(=O)(=O)c1ccc(Cl)cc1 (configuration not stated)
  -3.1	107.0	-5.1	-0.5	0.0	5.0	5.7	-4.5	-8.4
COc1cc(C(=O)NCCCc2ccccc2)cc(OC)c1OC
  -8.4	100.0	-4.8	-1.0	-1.8	1.0	25.2	2.0	-5.7
Cc1ccc(NC(=S)NCCN(C2CCCCC2)C2CCCC2)cc1
  -0.2	120.0	31.1*	1.1	3.1	13.0	3.5	-5.8	-0.6
COC(=O)c1c(-c2ccc(SC)cc2)sc2ccccc12
  -1.6	/	/	0.2	1.1	/	/	/	-5.6
Cc1ccnc(NC(=O)CNC(=O)c2sc3ccccc3c2Cl)c1
  -0.9	/	/	-0.2	1.9	/	/	/	-1.1
O=C(Cc1ccccc1)NCCSC1CCCCC1
  -3.9	102.0	-4.3	-1.1	-2.5	-1.0	24.7	-15.3	-1.8
CC(C)(C)OC(=O)NCC(=O)NCC(=O)OCc1ccccc1
  -3.5	87.0	-9.5	1.0	0.2	-10.0	/	0.6	-0.6
COC(=O)c1ccc(/C=C/C(=O)c2cccc(OC)c2)cc1
  3.5	105.0	9.2	-1.0	-1.0	1.0	39.0	10.2	-0.2
Cc1ccccc1Oc1nc2c(c(=O)n(C)c(=O)n2C)n1C
  -10.0	104.0	3.5	0.9	-1.0	6.0	8.2	2.1	-3.4
CCOc1ccc(C(=O)NCC2OCCc3ccccc32)cc1 (configuration not stated)
  0.6	103.0	-5.3	-1.2	-1.2	10.0	12.5	1.2	-3.2
Cc1cccc(N2C(=O)CC(N(O)c3ccccc3)C2=O)c1 (configuration not stated)
  -4.4	104.0	-3.0	1.7	0.4	0.0	12.2	13.9	-5.2
C/C=C/CSc1nc2c(c(=O)[nH]c(=O)n2C)n1CCC
  0.7	88.0	-5.4	-1.6	-2.5	-15.0	-9.9	1.4	-15.6
CN(CCc1ccccn1)C(=O)c1ccc(OC2CCN(Cc3ccccn3)CC2)cc1
  -4.5	93.0	-1.9	/	/	-6.0	9.4	-0.3	/
N#CCc1ccc(NC(=O)Nc2cccc3ccccc23)cc1
  /	99.0	23.1	3.5	1.5	-2.0	11.2	-14.0	-6.6
CC(C)(C)C(=O)N(Cc1nc2ccccc2c(=O)[nH]1)Cc1cccs1
  -6.6	87.0	-3.5	-0.3	-1.4	-5.0	-7.8	3.2	-2.3
CC(C)C(=O)Nc1ccc2c(c1)Cc1cc(NC(=O)C(C)C)ccc1-2
  -8.3	98.0	-8.7	0.2	-0.2	6.0	20.3	0.4	-5.0
COC(=O)CNC(=O)C12CC3(C)CC(C)(CC(C)(C3)C1)C2
  -3.5	101.0	-15.5	0.1	-1.0	2.0	16.6	6.9	-11.2
Cc1ccc(S(=O)(=O)C2(C(=O)N3CCCCCC3)CC2)cc1
  -4.4	101.0	-17.5	-1.3	-0.4	6.0	5.9	-13.4	1.7
Oc1ccc2ccccc2c1C=NCc1ccccc1
  -3.8	95.0	-6.4	0.6	0.0	3.0	14.2	15.6	-4.4
NC(=O)CS(=O)(=O)c1ccc(Cl)cc1
  -2.9	94.0	-3.5	0.5	0.1	-3.0	-19.6	40.1*	-5.2
Clc1ncn(CCOc2ccccc2)c1Cl
  -5.9	88.0	0.8	-0.8	-1.3	-2.0	-0.7	3.3	-22.3
Cn1cccc1CC(=O)NNC(=S)Nc1ccccc1Cl
  -0.9	101.0	-12.5	-0.6	0.1	4.0	-12.9	11.5	-4.4
O=C(O)c1ccc(-c2ccco2)n1Cc1ccccc1
  -3.3	96.0	4.0	0.8	-0.9	-4.0	-4.0	0.8	-4.7
Cc1cccc(N2CCN(C(=O)C3COc4ccccc4O3)CC2)c1C (configuration not stated)
  -5.3	101.0	-9.3	-0.9	-1.6	1.0	7.7	-3.4	-12.5
